# MrgX1 antag: blocks BAM8-22 activation of human MrgX1 receptor; B-score at 10 µM; MRGX1-HEK293 calcium flux, Fluo-4, BAM8-22 antagonism; stronger effect = lower value; AID 588676; actives 1.3% (n = 310,000);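 active means calcium-response B-score plate-corrected more than 3 library SD below zero, starting fluorescence within 5 deviations, no agonist response on first addition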;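 further: peak minus trough fluorescence over baseline after final BAM8-22 challenge near maximal dose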
# Target sequence (Q96LB2 whole entry, looked up): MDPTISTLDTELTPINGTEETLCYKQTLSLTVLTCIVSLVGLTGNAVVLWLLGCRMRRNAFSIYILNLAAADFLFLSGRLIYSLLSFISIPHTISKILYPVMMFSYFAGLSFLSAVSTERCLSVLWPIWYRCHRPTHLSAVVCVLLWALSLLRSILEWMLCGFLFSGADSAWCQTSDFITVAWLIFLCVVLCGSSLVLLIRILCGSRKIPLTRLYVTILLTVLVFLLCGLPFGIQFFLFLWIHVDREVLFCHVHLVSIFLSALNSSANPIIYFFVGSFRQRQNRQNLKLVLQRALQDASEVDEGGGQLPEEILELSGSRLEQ
# HDAC3 inhib: inhibitors of human histone deacetylase 3 | O15379 | inhibition, % at 8.3 µM | AID 2718 | actives 0.15% (n = 320,000) | recombinant HDAC3, fluorogenic peptide/trypsin coupled, fluorescence; in the data active means inhibition above about 26%, passing the limit was not always enough
# Target sequence (O15379 whole entry, looked up): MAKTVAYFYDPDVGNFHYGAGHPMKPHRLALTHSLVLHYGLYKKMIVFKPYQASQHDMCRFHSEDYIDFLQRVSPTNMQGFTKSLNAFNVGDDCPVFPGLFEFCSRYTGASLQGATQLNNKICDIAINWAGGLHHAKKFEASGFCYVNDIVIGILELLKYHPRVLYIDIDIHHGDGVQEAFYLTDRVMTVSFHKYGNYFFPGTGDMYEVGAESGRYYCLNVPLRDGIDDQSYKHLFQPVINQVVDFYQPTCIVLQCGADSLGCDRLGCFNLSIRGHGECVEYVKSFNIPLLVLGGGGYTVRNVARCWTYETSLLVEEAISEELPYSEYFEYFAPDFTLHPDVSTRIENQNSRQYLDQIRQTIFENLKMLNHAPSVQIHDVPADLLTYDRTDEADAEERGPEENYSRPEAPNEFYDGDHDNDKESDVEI
# MrgX1 PAM: allosterically activates human MrgX1 receptor signaling; Q96LB2; MrgX1-HEK293, Fluo-4 calcium flux, FDSS; stronger effect = higher value; B-score at 10 µM; actives 0.63% (n = 310,000);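 active means plate-corrected calcium response at least 3 library SD above typical, normal starting fluorescence, not activating the receptor alone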;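 further: compound read alongside a low EC10 to EC30 dose of BAM8-22 agonist; peak minus trough fluorescence over baseline measured at the second addition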
# TMEM16A act: mouse TMEM16A channel activation, primary screen | Q8BHY3 | HEK293 TMEM16A/YFP-H148Q/I152L, iodide quench fluorescence; stronger effect = lower value | B-score at 10 µM | actives 0.3% (n = 340,000) | AID 623877;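 active means fluorescence-ratio B-score plate-corrected deviation score at least 3 library SD below zero, with starting fluorescence score within 5 deviations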;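 further: channel opened by trigger with iodide after compound preincubation; score built on the fluorescence ratio of max minus min over baseline; more negative score means more quench and so TMEM16A activation or potentiation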
# MrgX1 agonist: activates human MrgX1 receptor signaling; Q96LB2; MrgX1-HEK293 cells, Fluo-4 calcium fluorescence, agonist mode; stronger effect = higher value; actives 0.44% (n = 310,000); B-score at 10 µM;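 active means calcium response B-score plate-corrected fluorescence ratio at least 3 library SD, with starting fluorescence B-score inside 5 SD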
#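 Material: MrgX1-expressing HEK293 cells; input: 15,000 cells per well; doses: test compound given as first of three sequential additions; schedule: overnight plating before 1 h dye loading; technique: Fluo-4 NW calcium-flux fluorescence, kinetic read; evaluation: baseline-normalised fluorescence change ratio, B-scored; control set: plate-wise positive and negative controls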
# SKKanGAS inh: blocks kanamycin growth of S. pyogenes SKKanGAS strain | BacTiter-Glo, 6 h | inhibition, % at 7.5 µM | actives 1.3% (n = 300,000) | AID 1662;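 active means mean replicate score, as percent of positive control median, at least 50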;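 further: strain carries kanamycin resistance gene driven by streptokinase promoter and grows in 40 µg/ml kanamycin; loss of luminescence reflects streptokinase promoter inhibition or plain growth inhibition; 0% = median of DMSO wells and 100% = positive control at its reference dose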
# RGS4 act: potentiators or activators of RGS4 | HEK293 M3R/inducible RGS4, carbachol calcium flux Fluo4; stronger effect = lower value | B-score at 10 µM | actives 0.92% (n = 310,000) | AID 463111;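 active means B-score of the integrated calcium signal more than 4 SD below the library mean, with starting fluorescence not abnormally high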;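 further: negative B-score means reduced calcium response which marks RGS4 activation or potentiation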
#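 Assay system: HEK293 FlpIn-TREx cells, stable M3R, doxycycline-inducible RGS4 / Probe or stimulus: carbachol, ECmax concentration / Times: overnight RGS4 induction, 30 min dye load 37 °C, 20 min compound RT / Signal: kinetic calcium fluorescence imaging with Fluo4-AM dye, 2 µM / Measure: Agonist-evoked peak-minus-minimum fluorescence over baseline, integrated ratio, B score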
# TRPC6 inhibitor: mouse TRPC6 channel inhibition; AID 2553; B-score at 10 µM; actives 1.1% (n = 310,000); HEK293-TRPC6, membrane potential dye, ACh-evoked depolarization; stronger effect = lower value;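 active means B-score under library mean minus 3 SD, initial fluorescence not abnormally high, positive integrated signal ratio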;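 further: B-score derived from integrated fluorescence ratio over the kinetic read; more negative B-score means stronger inhibition of depolarization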
# RGS4 inh: inhibitors of human RGS4 | P49798 | actives 0.45% (n = 310,000) | HEK293 M3R/RGS4 inducible, Fluo-4 calcium flux; stronger effect = higher value; triggered by carbachol at its EC20 | B-score at 10 µM | AID 463165;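 active means B-score, a plate-corrected calcium signal, over three deviations above library mean, with baseline fluorescence within five deviations of library mean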;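 further: RGS4 expression induced by doxycycline in cells with stable M3 receptor; B-score is computed from the integrated fluorescence ratio over baseline after carbachol; higher B-score means a larger calcium signal and so more RGS4 inhibition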
# Target sequence (P49798 whole entry, looked up): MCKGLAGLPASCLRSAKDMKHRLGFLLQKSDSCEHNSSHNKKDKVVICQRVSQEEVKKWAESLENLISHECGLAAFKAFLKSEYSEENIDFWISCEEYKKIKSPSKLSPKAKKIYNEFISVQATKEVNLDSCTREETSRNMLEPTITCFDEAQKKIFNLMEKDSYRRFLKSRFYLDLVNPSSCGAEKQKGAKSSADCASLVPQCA
# TRPC6 activator: mouse TRPC6 channel activation; Q61143; HEK293-TRPC6 membrane potential dye fluorescence; stronger effect = higher value; actives 0.13% (n = 310,000); B-score at 10 µM;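 active means B-score of the integrated fluorescence ratio above library mean plus 3 SD, and starting fluorescence ratio within library mean plus 5 SD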;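 further: higher score means more depolarization so channel activation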
# ANO1 block: inhibitors of mouse TMEM16A calcium-activated chloride channel; Q8BHY3; HEK293 TMEM16A/YFP iodide influx fluorescence, ionomycin; normalized B-score (activity score, 25-100; higher = stronger inhibition) at 10 µM; actives 1.2% (n = 310,000); AID 588511;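 active means ratio plate-corrected score three or more library SD toward inhibition, starting fluorescence score within five deviations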;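 further: score derived from kinetic fluorescence span divided by baseline fluorescence per well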
# Active calls of the source: *; i = inactive; · = not tested or not shown.
# Each structure is followed by: RGS4 inh, MrgX1 PAM, TRPC6 activator, MrgX1 agonist, TRPC6 inhibitor, SKKanGAS inh, TMEM16A act, HDAC3 inhib, RGS4 act, MrgX1 antag, ANO1 block
- COc1cc(SC)ccc1C(=O)Nc1nccs1
    i, i, i, i, i, -30.4, i, 6.5, i, i, i
- C=CCn1c(SCC(=O)NCc2ccc3c(c2)OCO3)nc2scc(-c3ccccc3)c2c1=O
    i, i, i, i, i, 20.0, i, 0.5, i, i, i
- S=C1NCN(Cc2ccco2)CN1Cc1ccco1
    i, i, i, i, i, 0.9, i, 1.5, i, i, i
- CCc1ccccc1N(CC(=O)NC1CCCCC1)C(=O)CCCC(=O)Nc1ccccn1
    i, i, i, i, i, -0.3, i, 2.2, i, i, i
- COc1cc(NC(=O)CS(=O)(=O)c2ccccc2)cc(OC)c1OC
    i, i, i, i, i, -3.1, i, -2.2, i, i, i
- Cc1cccc(Cl)c1NC(=O)N1CCCN(c2ncccc2[N+](=O)[O-])CC1
    i, i, i, i, i, -3.9, i, 10.3, i, i, i
- Cc1ccc(S(=O)(=O)N2CCOCC2)cc1NC(=O)COC(=O)CNC(=O)c1ccccc1
    i, i, i, i, i, -3.0, i, -3.3, i, i, i
- Cc1ccc(S(=O)(=O)NC(=O)c2ccccc2F)cc1
    i, i, i, i, i, 16.2, i, -5.9, i, i, i
- CCNC(=S)N(CCO)Cc1cc2cc3c(cc2[nH]c1=O)OCO3
    i, i, i, i, i, -5.0, i, -1.2, i, i, i
- O=C(Nc1ccccc1C(=O)Nc1ccccc1)c1ccccc1Br
    i, i, i, i, i, -5.9, i, 1.1, i, i, i
- CC(=O)Nc1cccc(Oc2ccc3c(c2)C(=O)N(CCC(=O)O)C3=O)c1
    i, i, i, i, i, 20.7, i, -0.1, i, i, i
- CCN(C(=O)c1cnc(N2CCN(c3ncccn3)CC2)c2ccccc12)c1cccc(Cl)c1
    i, i, i, i, i, 23.2, i, 15.2, i, i, 100*
- CCOc1ccc(Br)cc1S(=O)(=O)N1CC(C)OC(C)C1 (stereo not drawn)
    i, i, i, i, i, -0.8, i, -3.6, i, i, 100*
- O=C(Cn1cnc2c(oc3ccccc32)c1=O)c1ccccc1
    i, i, i, i, i, -3.9, i, -6.5, i, -8.16*, i
- COc1ccc(C)cc1S(=O)(=O)NC1CC1
    i, i, i, i, i, 2.6, i, -6.2, i, i, i
- Cc1c(Cl)cccc1NC(=S)NCCc1ccc(C(F)(F)F)cc1
    i, i, i, i, i, 11.6, i, 4.0, i, i, i
- O=C(O)COc1ccccc1C1C2C(=O)N(c3ccc(F)cc3)C(=O)C2ON1c1ccccc1 (stereo not drawn)
    i, i, i, i, i, 1.0, i, 1.8, i, i, i
- CCOC(=O)CNC(=O)CSc1nc(N)cc(N)n1
    i, i, i, i, i, 0.0, i, -4.5, i, i, i
- FC(F)(F)c1cccc(Nc2nc(N3CCCC3)nc(N3CCCC3)n2)c1
    i, i, i, i, i, 75.5*, i, -1.7, i, i, i
- CCOCCCNC(=O)c1cn(C)c(=O)c2cc(OC)c(OC)cc12
    i, i, i, i, i, 0.0, i, 3.6, i, i, i
- Cn1c(CC(=O)Nc2ccccc2F)nnc1SCC(=O)NC1CCCC1
    i, i, i, i, i, -0.3, i, -3.0, i, i, i
- N=c1sccn1CC(=O)Nc1ccccc1-c1ccccc1
    i, i, i, i, i, -1.0, i, -2.8, i, i, i
- O=C(COc1ccc(-n2cnnn2)cc1)NCCc1ccc(F)cc1
    i, i, i, i, i, -0.2, i, 1.2, i, i, i
- Cc1nnsc1C(=O)Nc1ccccc1Cl
    i, i, i, i, i, -1.6, i, -4.3, i, i, i
- CN(C)c1ccc(S(=O)(=O)N2CCCCC2)cc1NC(=O)COc1ccccc1F
    i, i, i, i, i, -3.4, i, 0.1, i, i, i
- CC(C)(C)c1ccc(C(CC(=O)O)NC(=O)c2ccccc2F)cc1 (stereo not drawn)
    i, i, i, i, i, -2.3, i, 0.1, i, i, i
- CCOc1ccc(-c2nnc(NC(=O)Cc3cc(OC)c(OC)c(OC)c3)o2)cc1
    i, i, i, i, i, -2.2, i, 4.5, i, i, i
- CCOC(=O)NC(NCc1ccccc1)(C(F)(F)F)C(F)(F)F
    i, i, i, i, i, -1.1, i, 0.8, i, i, i
- CCCCN(Cc1cc2ccccc2[nH]c1=O)S(=O)(=O)c1ccc(C)cc1
    i, i, i, i, i, -0.2, i, -1.6, i, i, i
- CC(C)(C)c1cc2cccnc2n1Cc1ccccc1
    i, i, i, i, i, -4.8, i, 1.4, i, i, i
- Cc1onc(-c2ccccc2)c1C(=O)Nc1ccc(NC(=O)c2c(-c3ccccc3)noc2C)cc1
    i, i, i, i, i, -5.1, i, -13.4, i, i, i
- Cc1ccc(C2=NNC(=O)C(c3c[nH]c4ccccc34)C2)cc1 (stereo not drawn)
    i, i, i, i, i, 14.1, i, -0.6, i, i, i
- O=C(O)c1ccccc1CSc1ccccn1
    i, i, i, i, i, 5.5, i, -0.3, i, i, i
- CC1=C(C)CC2C(=O)N(Cc3ccccc3)C(=O)C2C1 (stereo not drawn)
    i, i, i, i, i, 5.9, i, -5.6, i, i, i
- CC(C)Cn1c(=O)c(C(=O)Nc2ccncc2)c(O)c2ccccc21
    i, i, i, i, -11.7*, 95.7*, i, 3.1, -8.92*, i, i
- CC1C2Cn3c(nc4ccccc43)C1N(C(C)C)O2 (stereo not drawn)
    i, i, i, i, i, -2.9, i, -3.6, i, i, i
- CCOc1cccc(NC(=O)C2CC(=O)N(C)C2)c1 (stereo not drawn)
    i, i, i, i, i, -7.8, i, -0.2, i, i, i
- C[C@H](CCC(=O)O)[C@H]1CC[C@H]2[C@@H]3CC[C@@H]4C[C@H](O)CC[C@]4(C)[C@H]3CC[C@]12C
    ·, i, ·, i, ·, ·, i, 4.0, ·, i, i
- COc1ccc(-c2cc(=O)c3c(O)c(OC)c(O)cc3o2)cc1
    i, i, i, i, i, 6.1, i, -0.5, i, i, i
- O=C(O)c1ccc(C(=O)O)c(C(=O)c2ccc(NC(=O)c3ccccc3)cc2)c1
    i, i, i, i, i, 1.0, i, 5.3, i, i, i
- O=C(c1cc(COc2cccc(C(F)(F)F)c2)on1)N1CCc2ccccc2C1
    i, i, i, i, i, 24.0, i, 5.6, i, i, i
- CSCCC(NS(=O)(=O)c1ccc2c(c1)c(=O)n(C)c(=O)n2C)C(=O)NC1CCN(Cc2ccccc2)CC1 (stereo not drawn)
    i, i, i, i, i, -4.4, i, -0.5, i, i, i
- CC1=CC(C)(C)N(S(=O)(=O)c2ccc(C)cc2)c2cc(C)ccc21
    i, i, i, i, i, 1.7, i, 10.5, i, i, 25*
- COc1cccc(OC)c1C(=O)Nc1cc(Cl)ccc1N1CCOCC1
    i, i, i, i, i, -0.2, i, 3.8, i, i, i
- Cn1cnc([N+](=O)[O-])c1SCC(O)CN1CCCCC1 (stereo not drawn)
    i, i, i, i, i, 2.1, i, 6.4, i, i, i
- CCOCCCNc1nc2c(c(=O)n(C)c(=O)n2C)n1CCCc1ccccc1
    i, i, i, i, i, 2.5, i, -2.5, i, i, i
- O=C(CSc1nc2c([nH]c3ccccc32)c(=O)n1-c1ccccc1)N1CCOCC1
    i, i, i, i, i, -2.9, i, -6.3, i, i, i
- Cc1ccccc1NC(=O)C1CCN(C(=O)NC2CCCCC2)CC1
    i, i, i, i, i, 1.7, i, -5.5, i, i, i
- COC(=O)c1ccc(Nc2ncnc3c2cnn3-c2cccc(C)c2)cc1
    i, i, i, i, i, 13.2, i, -4.9, i, -4.83*, i
- CCCCn1c(N)c(N(CCOC)C(=O)CCNC(=O)c2ccccc2Cl)c(=O)[nH]c1=O
    i, i, i, i, i, -10.3, i, 1.3, i, i, i
- O=C(CN1C(=O)c2ccccc2C1=O)Nc1nc(-c2cccc([N+](=O)[O-])c2)cs1
    i, i, i, i, i, -5.8, ·, 1.9, i, i, i
- O=S(=O)(c1ccccc1F)N1CCN(CCc2ccccc2)CC1
    i, i, i, i, i, 3.7, i, -3.0, i, i, i
- CC(=C1C(=O)c2ccccc2C1=O)N1CCN(C/C=C/c2ccccc2)CC1
    i, i, i, i, i, -7.2, i, 0.8, i, i, i
- CN(CC(=O)N1CCOCC1)S(=O)(=O)c1cc(Cl)ccc1Cl
    i, i, i, i, i, -3.6, i, 2.5, i, i, i
- Cc1ccc(CNC(=O)CCC2CCCN(Cc3cccc4c3OCO4)C2)o1 (stereo not drawn)
    i, i, i, i, i, -0.2, i, -12.7, i, i, i
- COc1ccc2[nH]cc(C(=O)CN3CC(C)CC(C)C3)c2c1 (stereo not drawn)
    i, i, i, i, i, 1.1, i, -4.8, i, i, i
- COc1cccc(/C=C/C(=O)OCC(=O)NCC2CCCO2)c1 (stereo not drawn)
    i, i, i, i, i, 0.1, i, -13.4, i, i, i
- O=C(N1CCOCC1)N1CCN(S(=O)(=O)c2ccc(Cl)cc2)C1
    i, i, i, i, i, -3.4, i, -2.6, i, i, i
- O=C(O)/C=C(\Oc1ccccc1)C1(O)CCCCC1
    i, i, i, i, i, 6.1, i, -6.2, i, i, i
- Cc1oc(-c2cccc(Cl)c2)nc1CN1CCC(C(=O)NCCCN2CC(C)CC(C)C2)CC1 (stereo not drawn)
    i, i, i, i, i, -5.1, i, 3.0, i, i, i

# (list continues)
# Each structure is followed by: RGS4 inh, MrgX1 PAM, TRPC6 activator, MrgX1 agonist, TRPC6 inhibitor, SKKanGAS inh, TMEM16A act, HDAC3 inhib, RGS4 act, MrgX1 antag, ANO1 block
- COc1ccc(NC(=O)CN(c2ccccc2)S(=O)(=O)N(C)C)cc1OC
    i, i, i, i, i, 3.9, i, ·, i, i, i
- CSC(=NC1CCCCC1)NS(=O)(=O)c1ccccc1
    i, i, i, i, i, -3.8, i, -3.4, i, i, i
- O=C(NC(=S)Nc1ccc(S(=O)(=O)N2CCCCC2)cc1)c1ccc(Cl)cc1
    i, i, i, i, i, 1.9, i, -2.4, i, i, i
- N#Cc1cccc(Nc2c3c(nc4ccccc24)CCC3)c1
    i, i, i, i, i, 0.5, i, 6.7, i, i, i
- CCc1ccc(C(=O)CN2CCSC2=N)cc1
    i, i, i, i, i, 4.3, i, 0.5, i, i, i
